# Compound activity from PubChem.
# D1 PAM = Potentiators of Human D1 Dopamine Receptor: qHTS; potentiation, % at 10 µM; D(1A) dopamine receptor (Homo sapiens), P21728; HEK293 TREx D1 cells, calcium flux, dopamine EC20 potentiation; 360,000 compounds, 0.036% hits; in the data active means potentiation above about 30%; further: 0% is about no effect
# D2 antag = HTS Assay for Allosteric Antagonists of the Human D2 Dopamine Receptor: Primary Screen for Antagonists. HEK293 TREx D2 cells, calcium flux, dopamine EC80. 340,000 compounds, 2% hits. inhibition, % at 10 µM. D(2) dopamine receptor (Homo sapiens), P14416. AID 485344, 2010; in the data active means inhibition above about 30%; further: 0% is about no effect
# Target sequence (P14416 whole entry, looked up): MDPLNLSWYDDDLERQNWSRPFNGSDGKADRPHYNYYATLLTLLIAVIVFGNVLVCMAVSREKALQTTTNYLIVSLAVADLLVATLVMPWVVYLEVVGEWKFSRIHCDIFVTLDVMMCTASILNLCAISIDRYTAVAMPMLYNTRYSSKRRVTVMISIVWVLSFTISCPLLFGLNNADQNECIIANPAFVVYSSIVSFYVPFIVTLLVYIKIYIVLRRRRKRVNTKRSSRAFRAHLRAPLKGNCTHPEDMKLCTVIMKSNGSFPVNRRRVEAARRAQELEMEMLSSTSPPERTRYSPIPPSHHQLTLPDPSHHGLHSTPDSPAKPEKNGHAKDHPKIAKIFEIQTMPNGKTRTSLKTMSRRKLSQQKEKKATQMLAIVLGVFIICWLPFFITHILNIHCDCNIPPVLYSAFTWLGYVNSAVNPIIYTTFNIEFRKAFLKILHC
#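 Tetracycline-induced HEK293 T-REx cells expressing D2 force-coupled to calcium signalling were dye-loaded, exposed to compound for 180 s, then challenged with an EC80 of dopamine; calcium flux was followed kinetically for a further 180 s.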
# RXFP1 agonist = qHTS Assay for Agonists of the Relaxin Receptor RXFP1 | Relaxin receptor 1 (Homo sapiens), Q9HBX9 | HEK293T-RXFP1 cAMP TR-FRET, 30 min; response scale: percent of porcine relaxin response, buffer zero | Potency, µM (doses to about 57.5 µM), without a hit: top-dose activation, hits mostly activators | 370,000 compounds, 0.3% hits; active means well fitted activation curve with a large enough effect; inconclusive means small, poorly fitted or top-dose-only effect; further: potency means the concentration at half of the fitted maximal effect; on the % scale 0 is the no-effect control and ±100 the full control effect; nearly all actives have a fitted effect of over 60% in size; many of its hits are not listed in these tables
#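 cAMP rise read by TR-FRET after 30 min, 37C compound exposure (up to 58 uM) in RXFP1-transfected HEK293 cells with Ro 20174 present. EC50 from Hill-equation fits, with 29 nM porcine relaxin as 100% and buffer as basal.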
# D1 antagonist = Antagonist of Human D 1 Dopamine Receptor: qHTS. D(1A) dopamine receptor (Homo sapiens), P21728. HEK293 TREx D1 cells, calcium flux, dopamine EC80; stronger effect = lower value. activity change, negative = inhibition, % at 10 µM. 360,000 compounds, 3.2% hits. AID 504652, 2011; in the data active means activity change below about -30%; further: on the % scale 0 is the no-effect control and ±100 the full control effect
#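 Compound effects on dopamine-evoked calcium signalling were measured in tetracycline-induced HEK293 Trex D1 cells. Dopamine at EC80 followed a 180 s compound pre-read, and fluorescence was tracked kinetically for 180 s more.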
# D1 agonist = Allosteric Agonists of the Human D1 Dopamine Receptor: qHTS; D(1A) dopamine receptor (Homo sapiens), P21728; HEK293 T-REx D1 cells, calcium flux, agonist mode; activation, % at 2 µM; 360,000 compounds, 1% hits; in the data active means activation above about 30%; further: 0% is about no effect
#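 Inducible HEK293 T-REx D1 cells, force-coupled to calcium signalling, were plated at 4000 cells/well with tetracycline and held overnight at 30 C. After no-wash calcium dye loading, compound-evoked calcium rise over 180 s flagged agonists.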
# TRHR PAM = qHTS for Small Molecule Agonists and Allosteric Enhancers of Human TRH Receptor: Primary Screen for Enhancers. Thyrotropin-releasing hormone receptor (Homo sapiens), P34981. TRHR cells, fluo-8 calcium fluorescence, EC20 TRH enhancement. enhancement, % at 2 µM. 360,000 compounds, 0.66% hits. AID 493056, 2011; in the data active means enhancement above about 30%; further: 0% is about no effect
# Target sequence (P34981 whole entry, looked up): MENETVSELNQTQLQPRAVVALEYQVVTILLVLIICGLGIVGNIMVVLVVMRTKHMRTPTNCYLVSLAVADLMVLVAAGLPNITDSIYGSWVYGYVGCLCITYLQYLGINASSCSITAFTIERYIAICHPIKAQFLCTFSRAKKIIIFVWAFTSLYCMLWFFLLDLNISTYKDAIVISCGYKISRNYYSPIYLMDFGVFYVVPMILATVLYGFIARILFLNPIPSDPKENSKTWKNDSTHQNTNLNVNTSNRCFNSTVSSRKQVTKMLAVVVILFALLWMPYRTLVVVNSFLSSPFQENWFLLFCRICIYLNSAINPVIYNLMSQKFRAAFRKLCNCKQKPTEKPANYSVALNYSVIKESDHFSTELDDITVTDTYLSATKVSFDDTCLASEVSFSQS
#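 Enhancer read-out: after compound pinning and an initial kinetic agonist-mode read, an EC20 of TRH (10 nM final) was injected and fluo-8 calcium signal (Ex 480/Em 530) followed at 1 s/cycle for 100 cycles in TRHR-expressing cells.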
# D2 potentiator = HTS Assay for Positive Allosteric Modulators of the Human D2 Dopamine Receptor: Primary Screen for Potentiators | HEK293 T-REx D2, calcium flux, EC20 dopamine potentiation | potentiation, % at 10 µM | 340,000 compounds, 0.34% hits | AID 485347, 2010;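 active means potentiation over 3 SD above the plate norm, cut at about 30% in these data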; further: 0% is about no effect
#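 Tetracycline-induced HEK293 T-REx cells force-coupled to calcium signalling expressed D2; compounds were pin-added after a 10 s baseline, read kinetically 180 s, then an EC20 dopamine challenge followed with a further 180 s calcium read.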
# D2 agonist = HTS Assay for Allosteric Agonists of the Human D2 Dopamine Receptor: Primary Screen for Agonists. HEK293 T-REx D2 cells, calcium flux agonist mode. AID 485358, 2010. D(2) dopamine receptor (Homo sapiens), P14416. 340,000 compounds, 0.53% hits. activation, % at 2 µM;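 active means activation over 3 SD above normal in the single-dose calcium agonist read, cut at about 30% in these data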; further: 0% is about no effect
#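 Tetracycline-induced HEK293 Trex cells with D2 receptor force-coupled to calcium signaling, plated overnight at 30 C and loaded with no-wash calcium dye. Calcium flux read kinetically for 180 s after compound addition; responses flag agonists.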
# RXFP1 antagonist = qHTS Assay for Antagonists of the Relaxin Receptor RXFP1; Relaxin receptor 1 (Homo sapiens), Q9HBX9; HEK293-RXFP1, relaxin-stimulated cAMP HTRF, 30 min; stronger effect = lower value; activity change, negative = inhibition, % at 57.5 µM; 350,000 compounds, 0.59% hits; AID 1259400, 2018;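 active means activity change of -60% or lower, but not beyond a set lower limit; inconclusive means change between -60% and -40%, or beyond the set limit; inactive means change above -40%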; further: on the % scale 0 is the no-effect control and ±100 the full control effect
# * marks the source's active call; other numbers are inactive results; u = inconclusive; x = not tested or not shown. The list is partial; count on the stated rates, not on these rows.
canonical_smiles	TRHR PAM	D1 agonist	D2 agonist	RXFP1 agonist	D1 antagonist	RXFP1 antagonist	D2 potentiator	D1 PAM	D2 antag
CCOC(=O)c1c(C)[nH]c(C(=O)COC(=O)c2ccc(F)c(S(=O)(=O)N3CCOCC3)c2)c1C	-3	14	0.6	26%	-17	7	20	-4	-2
CCCCC1=CC2=C(c3ccco3)C(=O)C(C)(OC(=O)c3ccc(OC)cc3)C(=O)C2=CN1CC1CC1 (configuration not stated)	7	1	0.4	13%	36	x	-1	5	4
Cc1ccc(NC(=O)CCN2CCN(C)CC2)cc1	2	4	-0.8	-1.0%	-4	-2	1	0	4
O=C(Nc1cccnc1)c1ccc(CN2CCc3ccccc3C2)cc1	-6	4	2.8	0.9%	4	-5	-23	-2	66*
COc1ccc(OC)c(-c2noc(N3CCN(c4cccc(C)c4C)CC3)n2)c1	-5	3	-0.4	0.0%	10	x	-12	0	x
Cc1ccc(S(=O)(=O)C2(C(=O)NC3CCCCC3C)CC2)cc1 (configuration not stated)	1	0	-0.2	0.9%	-3	-11	0	3	5
Cc1ccc2c(=O)[nH]c(Nc3nc(C)cc(-c4ccccc4)n3)nc2c1	3	3	0.8	0.5%	10	-9	-5	2	-5
COc1ccc(CNS(=O)(=O)NCc2ccccc2)cc1OC	-1	12	0.2	0.2%	-18	-3	-1	-3	10
Cc1nc2ccccc2n1CC(=O)N1CC(=O)Nc2ccccc21	2	0	0.6	1.8%	18	-4	-5	0	-4
OCCOCCn1c2ccccc2c2ccccc21	-3	1	-0.5	-0.6%	6	7	-5	0	-11
CCOC(=O)c1[nH]c2ccc(OC)cc2c1NC(=O)CCN1CCC(C)CC1	1	2	x	-0.2%	7	-5	x	-7	x
COc1ccc(-c2cc(C(=O)N3CCCCC3)no2)cc1OC	-7	0	-1.2	1.5%	-6	10	-7	-4	-7
COc1cccc(Oc2ccc(C(F)(F)F)cc2NC(=O)CCc2nc3ccccc3c(=O)[nH]2)c1	-2	5	-0.1	-0.2%	-16	-28	3	-4	9
COc1ccccc1NC(=O)c1ccc(NC(=O)CNC(=O)c2ccc(OC)c(OC)c2)cc1	-4	5	-2.4	5.1%	-10	8	-1	x	-14
CCN1CCN(c2cc(C)c3cc(NC(=S)NCc4cccs4)ccc3n2)CC1	-6	10	-0.4	2.1%	-28	-5	-9	-1	1
O=C(Nc1ccc(S(=O)(=O)Nc2nccs2)cc1)C1=NN(c2ccccc2)C(=O)CC1	17	4	-0.1	3.8%	-8	-13	12	-4	4
CCOC(=O)c1c(NC(=O)c2ccccc2N(C)S(=O)(=O)c2ccccc2)sc2c1CCCC2	2	1	0.1	1.2%	7	-3	-7	3	1
COC(=O)c1sccc1OCc1cccc(OC)c1	6	2	-0.1	4.3%	5	18	5	0	-7
O=C1N2CCSC2=NC1(NS(=O)(=O)c1ccccc1)C(F)(F)F (configuration not stated)	2	1	-0.1	2.3%	6	10	10	-9	4
O=c1cc(-c2cccs2)oc2ccc(Cl)cc12	-3	0	-0.8	0.9%	-5	15	1	-1	-1
O=C(OCC1CCCO1)c1ccc2c(c1)N(Cc1ccccc1)C(=O)c1ccccc1S2(=O)=O (configuration not stated)	-7	1	-0.1	-0.5%	2	-8	-1	-1	x
COCCOC1CCN(C(=O)C2CCC(=O)N(Cc3cccc(F)c3)C2)CC1 (configuration not stated)	-3	3	-0.8	-1.5%	11	11	1	1	1
Cc1ccc(NC(=O)c2cccs2)cc1NC(=O)c1ccco1	2	1	0.0	-0.7%	-25	-10	-1	-11	-10
O=C(c1cnsn1)N1CCC(CO)(Cc2ccc(Cl)cc2)CC1	4	4	0.4	1.1%	-6	0	7	6	4
CCc1ccc2[nH]c3nc(SCC(=O)NCC4CCCO4)nnc3c2c1 (configuration not stated)	-3	-1	0.1	0.4%	-7	5	-8	3	-12
COc1ccc(-c2csc(NC(=O)CCCc3nc4ccccc4c(=O)[nH]3)n2)cc1OC	-10	0	-1.4	-0.6%	-6	2	2	-6	2
CC1=C(C(=O)OC2CCCCC2)C(c2ccco2)n2ncnc2N1 (configuration not stated)	0	0	-0.8	1.6%	4	-28	-12	-4	3
O=[N+]([O-])c1ccc(C2NS(=O)(=O)N=C3CCCCCN32)cc1 (configuration not stated)	-6	2	0.1	0.3%	7	-7	-14	-4	8
CCCCCCCNC1=CC(=O)CC(c2ccco2)C1 (configuration not stated)	2	0	-1.5	-0.8%	-13	-6	9	-3	-12
O=C(NCc1ccco1)c1ccc(F)c(S(=O)(=O)N2CCCCC2)c1	-4	1	0.3	0.5%	-15	-12	-7	1	5
CC(C)(C)c1ccc(CS(=O)(=O)CC2(O)CCN(C(=O)c3cccc(C(F)(F)F)c3)CC2)cc1	2	1	-0.4	-0.6%	10	-4	6	-7	0
COc1ccc2c(c1)-c1nc(/N=C/c3cccc(OC)c3O)sc1CC2	2	0	-1.3	7.1%	7	3	-2	-2	-14
CC(C)n1c(SCC(=O)N2CCCCC2)nc2c1c(=O)n(C)c(=O)n2C	1	-2	0.2	9.9%	5	-5	-8	3	-1
O=S1(=O)NC(=NCC(c2ccco2)N2CCCCC2)c2ccccc21 (configuration not stated)	-3	4	0.1	1.0%	-13	4	6	-3	-6
COC(=O)c1sccc1NC(=O)c1cc(OC)c(OC)c(OC)c1	-7	0	0.3	6.3%	0	2	-5	-1	0
Nc1cc(Cl)nc(N/N=C/c2ccc([N+](=O)[O-])cc2)n1	4	0	x	1.7%	-6	13	x	-7	x
CCOC(=O)C(CC)n1cnc2c(nnn2-c2ccccc2)c1=O (configuration not stated)	-2	2	x	3.0%	20	4	x	-1	x
Cc1ccc2nc(COc3ccccc3NC(=O)c3ccccc3C)cc(=O)n2c1	2	-1	-0.8	6.0%	-10	2	12	4	x
CNC(=S)NCCc1ccc(OC)c(OC)c1	0	1	2.0	-0.4%	-8	-4	-1	-5	10
COc1ccc(NS(=O)(=O)c2ccc3oc(SCc4ccc(F)cc4)nc3c2)cc1	2	0	-0.1	0.2%	-6	4	7	0	9

# 3 entries already listed, arranged by the value under RXFP1 antagonist, low to high.
Structure | TRHR PAM | D1 agonist | RXFP1 agonist | D1 antagonist | RXFP1 antagonist | D2 potentiator | D1 PAM | D2 antag
COc1ccc(NS(=O)(=O)c2ccc3oc(SCc4ccc(F)cc4)nc3c2)cc1 | 2 | 0 | 0.2% | -6 | 4 | 7 | 0 | 9
O=C1N2CCSC2=NC1(NS(=O)(=O)c1ccccc1)C(F)(F)F (configuration not stated) | 2 | 1 | 2.3% | 6 | 10 | 10 | -9 | 4
COCCOC1CCN(C(=O)C2CCC(=O)N(Cc3cccc(F)c3)C2)CC1 (configuration not stated) | -3 | 3 | -1.5% | 11 | 11 | 1 | 1 | 1

# Next compounds.
canonical_smiles	TRHR PAM	D1 agonist	D2 agonist	RXFP1 agonist	D1 antagonist	RXFP1 antagonist	D2 potentiator	D1 PAM	D2 antag
N#Cc1ccc(OCC(=O)NC2=NCCS2)cc1	2	1	x	1.8%	7	-6	x	0	x
Cc1ccc2nc(NC(=O)COC(=O)CSc3nc(C)cc(C)n3)sc2c1	15	26	-1.3	-3.3%	-3	-4	25	-1	-2
O=C(Nc1ccc(F)cc1)c1ccccc1CC[N+](=O)[O-]	3	5	-0.9	3.4%	-7	-7	7	-2	-2
O=C(COC(=O)Cc1c(Cl)cccc1Cl)NCCC1=CCCCC1	-5	35*	-0.9	1.6%	-3	-9	1	-1	-6
CCCCCN(C(=O)NC(=O)Nc1ccc(C)cc1)S(=O)(=O)c1ccccc1	-3	4	-1.2	0.5%	-5	-6	-1	-5	1
COc1cccc(C(=O)OCC(=O)c2ccc(Br)s2)c1	-4	6	-0.6	23%	-24	-8	4	-7	-8
Cc1cccc(CN2CCC(C(=O)Nc3cccc(-c4cscn4)c3)CC2)n1	1	2	0.0	-1.9%	-1	15	-22	-4	20
CCn1c(SCC(=O)N2CCC(C)CC2)nnc1-c1ccccc1O	-6	1	-0.3	-0.8%	-2	-5	16	-4	x
COc1ccc(-c2cc(=O)oc3cc(OCC(=O)N4CCOCC4)ccc23)cc1	-3	0	-0.5	-2.2%	13	1	0	9	7
CCn1nc(C)c2c(-c3ccccc3)cc(=O)n(C(C)C(=O)NCCC(C)C)c21 (configuration not stated)	-2	4	0.8	-1.8%	15	-26	9	-6	x
CC(C)(C)OC(=O)[C@H](Cc1ccccc1)NC(=O)c1nc[nH]c1C(=O)N1CCc2ccccc2C1	-4	4	0.5	0.7%	3	x	6	-4	-28
CC(C)c1nnc(NC(=O)C2CCCN2C(=O)Nc2ccc(F)cc2)s1 (configuration not stated)	-2	5	0.7	-4.7%	-15	-11	-24	-7	-12
CCC(C)NC(=O)Cn1c(=O)n(CCCC(=O)NCc2ccc(C)cc2)c(=O)c2ccccc21 (configuration not stated)	1	0	0.9	3.5%	7	x	1	-4	x
Cc1cc(C)c2cc(C#N)c(NCCCNC(=O)CCC(=O)O)nc2c1	-15	1	0.3	0.1%	-1	-2	-8	-6	7
Oc1ccc(Br)cc1/C=N/NC(=S)NCCc1ccccc1	2	3	0.7	0.4%	17	u	-13	-9	-1
CCOC(=O)c1cnc(-c2ccccc2O)nc1Cl	1	3	-0.7	5.4%	-6	6	4	1	-7
Cc1ccc(-c2cn3cc(C)ccc3n2)cc1	0	-1	0.1	5.9%	16	-11	-2	-6	-1
O=C(O)CCN1C(=O)NC2(CCCC2)C1=O	-4	1	7.2	0.7%	-3	-6	1	-8	-18
O=C(NCCc1cccs1)C1CC(c2cccc(F)c2)=NO1 (configuration not stated)	-3	40*	-0.9	-7.7%	-7	x	2	-6	19
Cc1cccc(CN2CCc3c(OCC(=O)NCc4ccco4)cccc3C2=O)c1	-3	3	0.1	0.1%	-7	5	0	8	-3
CCCCCCOc1ccc(C(=O)O)cc1C#N	4	2	x	0.3%	1	6	7	-3	x
CC(=O)N1CCc2cc(S(=O)(=O)N3CCN(S(=O)(=O)c4c(F)cccc4F)CC3)ccc21	7	1	x	x	-6	x	x	4	x
Cc1ccc(Cn2ccc(=O)c(OCc3ccccc3)c2C)cc1	-2	9	0.0	0.7%	-1	-11	-7	2	4
